Compound activity as filed in PubChem.
GPR35 arrestin U2OS: inhibition of zaprinast-stimulated GPR35 beta-arrestin translocation – imaging, U2OS, beta-arrestin-GFP, zaprinast agonist, primary screen (AID 2058). U2OS GPR35 beta-arrestin-GFP translocation imaging, zaprinast antagonism; higher % means a stronger effect. one-dose inhibition, % at 10 µM; IC50 in µM for titrated hits. actives 0.052% (n = 290,000);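 active means inhibition of at least 50% with at least 30 cells and total cytoplasm GFP at most 10,000,000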
GPR55 antagonists: GPR55 antagonists blocking LPI-driven arrestin recruitment, primary screen, imaging, U2OS, beta-arrestin-GFP, LPI agonist (AID 2013); actives 0.13% (n = 290,000); inhibition, % at 10 µM, or IC50 in µM where a hit was titrated; U2OS GPR55 beta-arrestin-GFP translocation imaging, LPI antagonism; higher % means a stronger effect;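 active means spots per cell inhibited over 60%, with over 100 cells counted and total cytoplasm intensity under 500,000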;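 further: U2OS cells stably carrying GPR55 and arrestin-GFP stimulated by 5 µM LPI near EC80; imaged beta-arrestin-GFP aggregate spots per cell after agonist stimulation; plate controls were LPI-stimulated DMSO wells for no effect and DMSO wells without LPI for full effect; some results filed as inactive read as strong as hits; confirmed hits need IC50 under 10 µM and bright autofluorescent wells are also inconclusive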
SIAH1 antagonists: Siah-1 peptide-binding antagonists, primary screen, biochemical, fluorescence polarization, rhodamine-plectin, uHTS (AID 1817) | actives 0.02% (n = 290,000) | Siah-1 / rhodamine-plectin peptide fluorescence polarization; higher % means a stronger effect | displacement, % at 20 µM; hits with a dose series show IC50 in µM;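 active means displacement of at least 50% at 20 µM, with a fluorescence ratio check between 0.3 and a set limit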;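 further: plate controls were Siah plus tracer with DMSO for no effect and tracer alone without Siah for full effect; strong numbers were not always called active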
HIV peptide binding: inhibitors of HIV fusion peptide binding, primary screen, biochemical, uHTS, fluorescence dequenching (AID 1986). cell-free peptide binding, fluorescence dequenching, 30 min; higher % means a stronger effect. inhibition, % at 20 µM, or IC50 in µM where a hit was titrated. actives 0.3% (n = 290,000); in the data active means inhibition mostly above about 52%, no sharp cut-off; inactive means mostly below about 76%; further: some results filed as inactive read as strong as hits
AID2073: inhibitors of Mint1-CaV2.2 protein interaction, biochemical, HTRF (AID 2073); actives 0.19% (n = 290,000); inhibition, % at 20 µM; hits with a dose series show IC50 in µM; HTRF protein-protein interaction, Mint1-CaV2.2; higher % means a stronger effect; in the data active means inhibition mostly above about 51%, no sharp cut-off; further: some results filed as inactive read as strong as hits
GPR55 activation: selective activators of receptor GPR55 – imaging, U2OS cells, beta-arrestin-GFP redistribution, primary screen (AID 1961); actives 0.048% (n = 290,000); U2OS GPR55 beta-arrestin-GFP redistribution imaging; higher % means a stronger effect; activation, % at 10 µM, or EC50 in µM where a hit was titrated;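 active means activation above 40% with more than 50 cells counted in the well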;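 further: U2OS osteosarcoma cells stably expressing GPR55 and beta-arrestin-GFP; plate controls were DMSO negative control for no effect and LPI positive control for full effect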
K1F lysis inhibition: protection from phage-mediated lysis, alamar blue read-out – E. coli UTI89, K1F phage, bacterial capsule biogenesis inhibitors (AID 488966); one-dose inhibition, % at 100 µM; IC50 in µM for titrated hits; E. coli UTI89 K1F phage lysis, alamar blue, 2 h; higher % means a stronger effect; actives 0.02% (n = 340,000);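 active means phage lysis inhibition, versus mean bacterial control, above a set limit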;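 further: capsule biogenesis inhibitors block K1F phage lysis so surviving cells raise fluorescence; higher fluorescence means more inhibition of phage lysis; actives were called in the ten point dose series up to 300 µM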
NTR1 ag: NTR1-driven beta-arrestin-GFP spot formation – imaging, U2OS cells, high content, primary screen (AID 493036). P30989. activation, % at 20 µM. agonist mode. actives 0.17% (n = 330,000);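 active means activation at or above 40% of the spot to cytoplasm intensity ratio, with at least 20 cells analyzed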;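 further: 0% = DMSO without peptide and 100% = 100 nM NTR1 peptide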
Target sequence (P30989 whole entry, looked up): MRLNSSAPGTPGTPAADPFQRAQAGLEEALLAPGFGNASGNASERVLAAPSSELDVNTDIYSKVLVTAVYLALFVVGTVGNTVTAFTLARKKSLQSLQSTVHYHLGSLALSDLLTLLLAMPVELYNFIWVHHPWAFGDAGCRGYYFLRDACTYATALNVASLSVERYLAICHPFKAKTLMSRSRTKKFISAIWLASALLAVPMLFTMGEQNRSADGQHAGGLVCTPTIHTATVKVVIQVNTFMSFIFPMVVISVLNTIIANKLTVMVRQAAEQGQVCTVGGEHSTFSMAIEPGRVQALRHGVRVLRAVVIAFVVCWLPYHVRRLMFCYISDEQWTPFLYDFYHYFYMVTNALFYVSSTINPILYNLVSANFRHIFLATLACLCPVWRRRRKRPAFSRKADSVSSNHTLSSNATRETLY
Dengue-2 NS5 capping: flavivirus cap methylation enzyme inhibition – biochemical, confirmation dose response, primary screen (AID 588689). inhibition, % at 25 µM; hits with a dose series show IC50 in µM. Dengue-2 NS5 methyltransferase capping enzyme assay, biochemical; higher % means a stronger effect. actives 0.3% (n = 340,000); in the data active means a potency from the dose series
NTR1 ag cell count 20 µM: further read-out of NTR1 ag, marked with its call; cell count; measured here: cell count, cytotoxicity flag
Dengue-2 NS5 capping pilot replicate: further read-out of Dengue-2 NS5 capping, marked with its call; inhibition, %; measured here: pilot screen replicate inhibition
* = called active by the depositor; . = no result given; [ ] = another dose, or the depositor's remark.

SMILES | GPR35 arrestin U2OS | GPR55 antagonists | SIAH1 antagonists | HIV peptide binding | AID2073 | GPR55 activation | K1F lysis inhibition | NTR1 ag | NTR1 ag cell count 20 µM | Dengue-2 NS5 capping | others
O=C(Nc1ccccn1)c1sc2cccc(F)c2c1Cl | 1% | 10% | 15% | 1.0% | 20% | -0.3% | -0.3% | -0.9 | 50 | -1%
CCC(=O)N1c2ccc(S(=O)(=O)NCCc3ccccc3)cc2CC1C (configuration not stated) | -6% | 12% | 3% | 0.3% | 4% | 0.1% | -2.0% | 0.3 | 66 | -12%
c1cc(-n2cnnn2)ccc1NC1=NCCC1 | 3% | -5% | 1% | 2.1% | -3% | 0.2% | 0.1% | -0.7 | 81 | 6%
Cc1ccc(N2C(=O)CC(N3CCc4ccccc43)C2=O)cc1Cl (configuration not stated) | 19% | 1% | 13% | 1.8% | 9% | 0.2% | 0.2% | 0.4 | 46 | -6%
COC(=O)c1sc2cc(C(F)(F)F)cnc2c1-c1ccccn1 | 16% | -1% | 4% | -1.3% | 5% | 0.0% | 0.4% | 0.7 | 32 | -1%
Cc1ccc(-n2c(-c3cccc(C)c3)n[nH]c2=S)cc1 | -9% | 3% | -3% | 0.3% | 15% | 0.2% | -0.2% | -0.1 | 48 | -6%
CCn1c(C)nc([N+](=O)[O-])c1Sc1ccc(F)cc1 | -22% | 7% | -4% | -0.2% | 0% | 0.9% | 0.0% | -0.3 | 84 | -7%
CCOc1ccc(-c2csc(NC(=O)c3ccc(S(=O)(=O)N4CCc5ccccc5C4)cc3)n2)cc1 | -2% | 4% | 6% | 1.4% | 9% | -0.2% | 0.3%[50 µM] | 3.0 | 83 | 4%
Cc1csc(NC(=O)CSc2ncn(-c3ccccc3)n2)n1 | 16% | 11% | -2% | -0.1% | 0% | 0.6% | 2.0% | -0.2 | 41 | 1%
Cc1cc(C(=O)CSc2nc3ccccc3c(=O)[nH]2)c(C)n1CC1CCCO1 (configuration not stated) | -3% | 3% | 4% | -2.1% | -17% | 0.5% | 5.3% | 2.8 | 63 | 1%
O=C(COc1ccc([N+](=O)[O-])cc1Cl)NCC1CCCO1 (configuration not stated) | -6% | 2% | 3% | -2.8% | 7% | -0.6% | 0.4% | -0.5 | 57 | -2%
O=C(Nc1ncccn1)c1ccc([N+](=O)[O-])cc1 | 11% | 8% | 2% | 0.4% | -9% | -0.3% | 0.1% | -0.7 | 53 | 2%
Cc1cc([N+](=O)[O-])nn1CC(=O)Nc1ccccn1 | 13% | -12% | 1% | -0.3% | 19% | -0.5% | 0.0% | -0.7 | 94 | -4%
Cc1cc(C)nc(SCCS(=O)(=O)Cc2ccccc2)n1 | 6% | 17% | 7% | -1.8% | 5% | -0.1% | 7.8% | 0.5 | 53 | -3%
COC(C(=O)NNC(=O)Cc1ccc(Cl)cc1)c1ccccc1 (configuration not stated) | -3% | -5% | 0% | -2.5% | -3% | -0.1% | 1.1% | -0.8 | 41 | 12%
CCC(C)(C)C1CCC2(CC1)NC(CO)(CO)CO2 (configuration not stated) | -9% | -13% | -2% | 3.9% | 2% | 0.5% | 0.3% | -1.2 | 31 | 2%
CC1C/C(=C/c2ccco2)C(=O)/C(=C/c2ccco2)C1 (configuration not stated) | 17% | 4% | -2% | 61%* | 40% | -0.2% | . | 3.7 | 72 | .
CN(C)CCCNC(=O)/C(=N\O)c1ccccc1 | -5% | 2% | 0% | -0.3% | -7% | -0.1% | 0.2% | 0.1 | 81 | -1%
C[C@@]12C(=O)N(CCO)CC(=O)N1[C@H](/C=C/c1ccccc1)[C@@H]1C(=O)N(c3ccccc3)C(=O)[C@@H]12 | -7% | 4% | 1% | -0.5% | 3% | 0.2% | 1.1% | -1.9 | 94 | -3%
COc1cc(NS(=O)(=O)c2ccc(OC)c(C)c2C)c(OC)cc1Cl | 23% | 0% | -8% | -1.9% | 1% | 0.2% | 4.5% | 4.8 | 58 | -7%
COc1ccccc1NC(=O)Nc1ccc(Cc2ccncc2)cc1 | -22% | 4% | 4% | -2.0% | 2% | -0.1% | 0.6% | 2.3 | 58 | -5%
CCC(=O)c1ccc(OCC(O)CN2C(=O)NC(C)(C)C2=O)cc1 (configuration not stated) | 14% | 5% | 0% | 2.1% | -7% | -0.1% | -0.7% | 0.5 | 40 | -5%
Cc1ccc(NC2CCCN(C(=O)CCC3(C)CC3)C2)cc1C (configuration not stated) | 3% | 11% | -1% | 1.9% | 1% | -0.1% | 0.3% | 0.4 | 59 | -3%
COc1ccc(NC(=S)c2ccncc2)cc1 | -10% | 7% | 1% | -0.7% | 0% | -0.3% | 0.9%[50 µM] | 5.3 | 65 | -2%
COc1ccc(C(=O)NC(=O)Nc2ncccc2C)cc1 | 11% | 8% | 4% | 1.1% | 3% | -0.1% | 0.3% | 3.1 | 72 | 0% | Dengue-2 NS5 capping pilot replicate=-4.3
COc1ccc(CN2CCCC(C(=O)c3cccc(OC(C)C)c3)C2)cc1Cn1cccn1 (configuration not stated) | 2% | 1% | 0% | 1.5% | 2% | 0.1% | 1.8%[50 µM] | 3.1 | 51 | -1%
COc1ccccc1NC(=O)c1ccc(C)c(S(=O)(=O)N2CCCCC2)c1 | 20% | 1% | -1% | -0.2% | 6% | 0.4% | 1.1%[50 µM] | 1.0 | 66 | -7%
O=C(Nc1cc(N2CCOCC2)ncn1)c1ccc(F)cc1 | -3% | 0% | -2% | 0.8% | 0% | -0.1% | 0.2% | 1.7 | 104 | 0%
CCOC(=O)N1CCN(S(=O)(=O)c2ccc(F)c(C(=O)Nc3cccc(C)c3C)c2)CC1 | -1% | . | 0% | 18% | 17% | 0.2% | 2.1% | 0.5 | 60 | 6%
CC1(C)Cc2ccccc2-c2nnc(-c3ccc4ccccc4n3)n21 | 4% | -18% | 0% | 0.3% | 1% | -0.4% | 0.9% | 0.9 | 35 | 4%
Cc1cc(=O)c2c(O)c(O)ccc2o1 | 1% | -4% | -5% | 34% | -42% | -0.1% | 1.0% | -1.3 | 94 | -5%
Cc1c(Cl)cccc1NC(=O)NCc1ccncc1 | 4% | -9% | 3% | -0.3% | -1% | -0.1% | 0.7% | 4.0 | 80 | -1%
O=C(NCc1ccc2c(c1)OCO2)c1cc([N+](=O)[O-])ccc1N1CCCCC1 | -10% | -5% | 4% | 3.6% | 2% | -0.2% | 2.9% | 1.3 | 42 | -6%
O=C(c1cccs1)N1CCN(Cc2cn[nH]c2-c2ccc(F)cc2F)CC1 | -13% | -24% | 0% | 0.2% | 8% | 0.2% | -1.5% | -1.3 | 55 | 5%
CCOC(=O)N1CCN(C(=O)Cn2cnc3ccccc3c2=O)CC1 | 10% | 2% | -4% | -2.6% | -2% | -0.1% | 0.1% | -0.5 | 36 | -6%
Cc1cc(C(=O)CSc2nnc(N)s2)c(C)n1-c1c(C)n(C)n(-c2ccccc2)c1=O | 13% | 22% | 2% | -2.0% | -2% | -0.1% | 1.9%[50 µM] | -0.5 | 68 | 1%
Cc1ccc(Cn2ncc3c(N4CCOCC4)ncnc32)cc1 | 6% | -8% | 3% | -5.9% | 9% | 0.5% | -0.2% | 0.8 | 86 | -7%
Cc1cc(OCC(=O)NCc2ccncc2)c2c(C)c(C)c(=O)oc2c1 | -11% | 11% | 8% | -0.6% | 18% | -0.2% | 0.0% | -0.8 | 50 | -3%
Cc1ccc(NC(=O)C2C(c3ccccc3)C=CC(c3ccccc3)C2C(=O)O)cc1 (configuration not stated) | -4% | -18% | -2% | 2.0% | -4% | -0.1% | 0.9% | -0.5 | 68 | 12%
CSc1cccc(NC(=S)NCCCO)c1 | 4% | 11% | 2% | 0.3% | -3% | -0.1% | 0.7% | 1.1 | 49 | 3%
Cc1ccc(C23CC4CC(CC(C(N)=O)(C4)C2)C3)cc1 | 8% | 11% | -7% | 1.1% | 2% | -0.1% | 0.3% | -0.4 | 48 | 1% | Dengue-2 NS5 capping pilot replicate=3.0
COc1ccc(NC(=O)CCNS(=O)(=O)c2cccc3nonc23)cc1Cl | -4% | 3% | -2% | 0.6% | 5% | 0.0% | 0.6% | -1.1 | 68 | -9%
CN(CCC1CCOCC1)C(=O)C1CCC(=O)N(CCc2ccc(Cl)cc2)C1 (configuration not stated) | 0% | 4% | 9% | 1.3% | -2% | -0.1% | 0.5% | 0.8 | 64 | 4%
CCOc1ccccc1N(CC(=O)Nc1ccc(S(=O)(=O)N2CCOCC2)cc1)S(C)(=O)=O | 0% | 2% | 0% | 2.1% | -3% | -0.1% | 0.3% | -0.5 | 56 | -6%
CCn1cc([C@@H]2C[C@H]3CN(Cc4cccc(Cl)c4)C(=O)[C@]34CCCN24)c(C)n1 | 22% | 19% | -2% | 1.4% | 2% | 0.4% | -0.5% | 1.3 | 56 | -5%

Of the compounds above, 6 have fluorine.
SMILES | GPR35 arrestin U2OS | GPR55 antagonists | SIAH1 antagonists | HIV peptide binding | AID2073 | GPR55 activation | K1F lysis inhibition | NTR1 ag | NTR1 ag cell count 20 µM | Dengue-2 NS5 capping | others
O=C(Nc1ccccn1)c1sc2cccc(F)c2c1Cl | 1% | 10% | 15% | 1.0% | 20% | -0.3% | -0.3% | -0.9 | 50 | -1%
COC(=O)c1sc2cc(C(F)(F)F)cnc2c1-c1ccccn1 | 16% | -1% | 4% | -1.3% | 5% | 0.0% | 0.4% | 0.7 | 32 | -1%
CCn1c(C)nc([N+](=O)[O-])c1Sc1ccc(F)cc1 | -22% | 7% | -4% | -0.2% | 0% | 0.9% | 0.0% | -0.3 | 84 | -7%
O=C(Nc1cc(N2CCOCC2)ncn1)c1ccc(F)cc1 | -3% | 0% | -2% | 0.8% | 0% | -0.1% | 0.2% | 1.7 | 104 | 0%
CCOC(=O)N1CCN(S(=O)(=O)c2ccc(F)c(C(=O)Nc3cccc(C)c3C)c2)CC1 | -1% | . | 0% | 18% | 17% | 0.2% | 2.1% | 0.5 | 60 | 6%
O=C(c1cccs1)N1CCN(Cc2cn[nH]c2-c2ccc(F)cc2F)CC1 | -13% | -24% | 0% | 0.2% | 8% | 0.2% | -1.5% | -1.3 | 55 | 5%
